KCNQ1 inh – inhibitors of human KCNQ1 potassium channel; CHO-K1 KCNQ1, FluxOR thallium flux fluorescence; active compounds read high; B-score at 10 µM; 1.3% of 310,000 active; AID 2642;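 active = compounds whose thallium flux B-score, printed positive for inhibition, exceeds three library SD while starting fluorescence stays within three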;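 note: channel opened by potassium depolarization with thallium stimulus after 20 min compound exposure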
KCNK3 inh – human KCNK3 channel inhibition, primary screen; 0.84% of 340,000 active; B-score at 10 µM; AID 602410; CHO-KCNK3 thallium flux, FluxOR fluorescence; active compounds read low;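 active = B-score under library mean minus 4 SD, starting fluorescence ratio at most library mean plus 5 SD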;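 note: more negative B-score means stronger inhibition of thallium flux through KCNK3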
Target sequence (O14649 whole entry, looked up): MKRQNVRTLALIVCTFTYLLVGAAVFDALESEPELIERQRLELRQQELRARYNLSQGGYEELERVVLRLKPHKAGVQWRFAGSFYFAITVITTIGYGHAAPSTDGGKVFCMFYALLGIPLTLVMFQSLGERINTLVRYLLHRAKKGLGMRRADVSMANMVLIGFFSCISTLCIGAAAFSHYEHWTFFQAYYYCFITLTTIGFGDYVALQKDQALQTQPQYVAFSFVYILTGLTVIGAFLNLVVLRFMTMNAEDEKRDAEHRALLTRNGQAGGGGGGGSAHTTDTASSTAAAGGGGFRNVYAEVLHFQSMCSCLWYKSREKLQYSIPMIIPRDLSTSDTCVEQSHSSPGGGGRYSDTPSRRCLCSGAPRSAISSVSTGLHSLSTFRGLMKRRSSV
MrgX1 agonist – activates human MrgX1 receptor signaling; MrgX1-HEK293 cells, Fluo-4 calcium fluorescence, agonist mode; active compounds read high; 0.44% of 310,000 active; AID 588627; B-score at 10 µM; Q96LB2;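 active = calcium response B-score plate-corrected fluorescence ratio at least 3 library SD, with starting fluorescence B-score inside 5 SD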
Target sequence (Q96LB2 whole entry, looked up): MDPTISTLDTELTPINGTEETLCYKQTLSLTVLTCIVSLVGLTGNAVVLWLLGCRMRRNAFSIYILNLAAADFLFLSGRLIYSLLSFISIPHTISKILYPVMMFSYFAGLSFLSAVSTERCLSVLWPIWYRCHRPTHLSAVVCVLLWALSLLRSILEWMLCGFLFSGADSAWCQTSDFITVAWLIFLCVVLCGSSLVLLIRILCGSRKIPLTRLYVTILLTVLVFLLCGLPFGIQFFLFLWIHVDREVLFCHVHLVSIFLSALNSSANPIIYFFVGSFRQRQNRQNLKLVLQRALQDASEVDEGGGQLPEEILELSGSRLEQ
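Assay system: MrgX1-expressing HEK293 cells / Amount: fifteen thousand cells per well / Doses: test compound in the initial addition of three / Timing: cells plated overnight, dye loaded 0.5 h 37 °C, 0.5 h room temperature / Technique: kinetic calcium dye fluorescence, Fluo-4 NW / Control set: positive and negative controls per plate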
KCNK9 inh – blocks the human KCNK9 two-pore domain potassium channel; B-score at 10 µM; Q9NPC2; 1.2% of 310,000 active; HEK293 KCNK9, FluxOR thallium flux fluorescence; active compounds read low;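 active = ratio B-score over 3 SD below the library mean, with starting fluorescence within 5 SD of its mean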;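 note: negative B-score means less thallium flux so channel inhibition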
ANO1 block – mouse TMEM16A channel inhibition, primary screen; 1.2% of 310,000 active; AID 588511; Q8BHY3; HEK293 TMEM16A/YFP iodide influx fluorescence, ionomycin; normalized B-score (activity score, 25-100; higher = stronger inhibition) at 10 µM;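 active = ratio plate-corrected score three or more library SD toward inhibition, starting fluorescence score within five deviations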;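 note: score derived from kinetic fluorescence span divided by baseline fluorescence per well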
RGS4 pot – RGS4 potentiation or activation | 0.92% of 310,000 active | HEK293 M3R/inducible RGS4, carbachol calcium flux Fluo4; active compounds read low | B-score at 10 µM;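 active = B-score of the integrated calcium signal more than 4 SD below the library mean, with starting fluorescence not abnormally high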;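 note: negative B-score means reduced calcium response which marks RGS4 activation or potentiation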
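Also added: carbachol at ECmax as muscarinic agonist stimulus; Assay system: HEK293 cells with stable M3R and inducible RGS4; Timing: overnight RGS4 induction, 30 min dye load 37 °C, 20 min compound RT; Measured by: Fluo4-AM (2 µM) calcium-flux fluorescence, kinetic read.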
TMEM16A act – activates or potentiates the mouse TMEM16A chloride channel. Q8BHY3. HEK293 TMEM16A/YFP-H148Q/I152L, iodide quench fluorescence; active compounds read low. B-score at 10 µM. 0.3% of 340,000 active. AID 623877;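 active = fluorescence-ratio B-score plate-corrected deviation score at least 3 library SD below zero, with starting fluorescence score within 5 deviations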;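 note: channel opened by trigger with iodide after compound preincubation; score built on the fluorescence ratio of max minus min over baseline; more negative score means more quench and so TMEM16A activation or potentiation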
KCNQ1 act – human KCNQ1 channel potentiation or activation; B-score at 10 µM; 0.35% of 310,000 active; CHO-K1 KCNQ1, thallium flux FluxOR fluorescence; active compounds read high; AID 2648; P51787;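 active = fluorescence ratio B-score, a plate-corrected score, at least three library SD, with initial intensity B-score within 5 SD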
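Medium – assay buffer, equal DMSO in all wells · Material – CHO-K1 cell line with stable KCNQ1 potassium channel expression · Signal – kinetic FluxOR thallium fluorescence, 10-s 1-Hz baseline, 110-s post-stimulus read · Compound – single concentration per compound, DMSO matched to controls · Schedule – 37 °C overnight plating, 90-min dark dye load, 20-min compound pretreatment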
hERG rescue – compounds protecting human hERG from proarrhythmic drug block; Q12809; AID 1511; 0.51% of 310,000 active; CHO-hERG, FluxOR thallium flux, dofetilide IC70 present; activation (rescue from dofetilide block), less the hit threshold, % at 10 µM;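 active = activation above the mean of controls blocked by dofetilide plus 5 SD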;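 note: thallium influx through hERG after potassium depolarization seen as dye fluorescence rise; in these data hits start at about 4.7%; inactives centre near -7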
RGS4 block – human RGS4 inhibition; P49798; HEK293 M3R/RGS4 inducible, Fluo-4 calcium flux; active compounds read high; triggered by carbachol at its EC20; B-score at 10 µM; 0.45% of 310,000 active; AID 463165;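 active = B-score, a plate-corrected calcium signal, over three deviations above library mean, with baseline fluorescence within five deviations of library mean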;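 note: RGS4 expression induced by doxycycline in cells with stable M3 receptor; B-score is computed from the integrated fluorescence ratio over baseline after carbachol; higher B-score means a larger calcium signal and so more RGS4 inhibition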
Target sequence (P49798 whole entry, looked up): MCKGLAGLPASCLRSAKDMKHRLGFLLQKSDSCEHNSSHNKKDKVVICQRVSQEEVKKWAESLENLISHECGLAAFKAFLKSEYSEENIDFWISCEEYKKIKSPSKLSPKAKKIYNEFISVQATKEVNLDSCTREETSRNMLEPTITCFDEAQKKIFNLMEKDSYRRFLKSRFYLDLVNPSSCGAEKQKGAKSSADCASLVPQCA
MrgX1 allo act – human MrgX1 positive allosteric modulation, primary screen | MrgX1-HEK293, Fluo-4 calcium flux, FDSS; active compounds read high | B-score at 10 µM | 0.63% of 310,000 active | AID 588675;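 active = plate-corrected calcium response at least 3 library SD above typical, normal starting fluorescence, not activating the receptor alone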;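 note: compound read alongside a low EC10 to EC30 dose of BAM8-22 agonist; peak minus trough fluorescence over baseline measured at the second addition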
* marks the source's active call; other numbers are inactive results; i = inactive; / = not tested or not shown.

Values run as follows: RGS4 block	MrgX1 allo act	KCNQ1 inh	KCNQ1 act	MrgX1 agonist	KCNK3 inh	TMEM16A act	ANO1 block	KCNK9 inh	RGS4 pot	hERG rescue
- CCCCN1C=CC(=C2C(=O)c3ccccc3C2=O)C=C1
 : i	i	i	i	i	i	i	i	i	i	-7.3
- COc1ccccc1N1CCN(C(=O)C2CCN(S(=O)(=O)c3ccc(C)cc3)CC2)CC1
 : i	i	i	i	i	i	i	i	i	i	-12.9
- O=C(CCn1c(=O)oc2ccccc21)N1CCCCCC1
 : i	i	i	i	i	i	i	i	i	i	-13.7
- CC(Oc1cc2oc(=O)c3c(c2cc1Cl)CCC3)C(=O)NCc1ccncc1 (configuration not stated)
 : i	i	i	i	i	i	i	i	i	i	-9.6
- COc1cc(/C=C2\C(=N)N3N=CSC3=NC2=O)cc(Br)c1OC(=O)c1ccco1
 : i	i	i	i	34.1*	i	-8.87*	i	i	i	-9.6
- COc1ccc(CN2C(=O)C(Cc3ccccc3)Nc3ncnc(N4CCN(c5ccccc5)CC4)c32)cc1 (configuration not stated)
 : i	i	i	i	i	i	i	i	i	i	-13.9
- CCn1c(SCc2nc3ccccc3[nH]2)nnc1-c1cccs1
 : i	i	i	i	i	i	i	i	i	i	-12.5
- C[C@H](NC(=O)OC(C)(C)C)C(=O)N/N=C/c1cccc2nccnc12
 : i	i	i	i	i	i	i	i	i	i	-3.4
- CC1=NN(c2ccc(Cl)cc2)C(=O)C1C(c1cccc(O)c1)c1c(C)[nH]n(-c2ccc(Cl)cc2)c1=O (configuration not stated)
 : i	i	i	i	i	i	i	i	i	i	-3.0
- Cc1cc2c(cc1C)[n+](C)cn2CC(O)COCC1CC=CCC1 (configuration not stated)
 : i	i	i	i	i	i	i	i	i	i	-14.1
- O=C(CCn1c(=O)oc2ccccc21)NCCCN1CCN(c2ccc(F)cc2)CC1
 : i	i	i	i	i	i	i	i	i	i	-5.1
- CCOc1ccc2c(c1)c(=O)c(S(=O)(=O)c1ccc(CC)cc1)cn2C
 : i	i	i	i	i	i	i	i	i	i	-3.4
- Cc1ccc(S(=O)(=O)NCCSc2ccccc2)cc1[N+](=O)[O-]
 : i	i	i	i	i	i	i	i	i	i	-0.8
- CCC(=O)Nc1sc(Cc2ccc3c(c2)OCO3)c(C)c1C(N)=O
 : i	i	i	i	i	i	i	i	i	i	-9.2
- COc1ccccc1-c1ccc(SCc2cccc(C)c2)nn1
 : i	i	11*	i	i	i	i	100*	i	i	-24.8
- Cc1nc(CSc2n[nH]c(=O)n2-c2ccccc2)cs1
 : i	i	i	i	i	i	i	i	i	i	-7.5
- COCCNc1nnc(SCC(=O)N2CCN(S(=O)(=O)c3ccccc3)CC2)s1
 : i	i	i	i	i	i	i	i	i	i	0.2
- COc1ccc(NC(=O)CC2CCCCC2)cc1OC
 : i	i	i	i	i	i	i	i	i	i	5.7*
- CCOc1cc(N2CCOCC2)c(OCC)cc1NC(C)C(=O)N1CCC(C)CC1 (configuration not stated)
 : i	i	i	i	i	i	i	i	i	i	-6.5
- COc1ccc(-c2noc(-c3ccc(Cl)cc3[N+](=O)[O-])n2)cc1OC
 : i	i	i	i	i	i	i	i	i	i	-11.2
- CC(=O)Nc1ccc2ccccc2c1
 : i	i	i	i	i	i	i	i	i	i	-2.3
- Cc1ccccc1N/C(SCc1ccc(Cl)cc1)=C(/C#N)C(N)=O
 : i	i	i	i	i	i	i	i	i	i	-9.6
- O=C1c2ccccc2NC(c2ccc(Br)s2)N1O (configuration not stated)
 : i	i	i	22*	i	i	i	i	i	i	20.6*
- NNC(=O)CNC(c1ccccc1)c1cc(Cl)ccc1NC(=O)c1ccccc1 (configuration not stated)
 : i	i	i	i	i	i	i	i	i	i	-7.1
- Cc1ccc(/C=C(\NC(=O)c2ccccc2)C(=O)NCCc2ccccn2)o1
 : i	i	i	i	i	i	i	i	i	i	-9.0
- Cc1ccc(S(=O)(=O)N2CCN(CC(=O)NC3CCCc4ccccc43)CC2)cc1C (configuration not stated)
 : i	i	i	i	i	i	i	i	i	i	-17.0
- CC(=O)N(CCC(c1ccco1)C(C)C)Cc1ccc(Cl)cc1 (configuration not stated)
 : i	i	i	i	i	i	i	i	-9.27*	i	-8.7
- Cc1ccc(/C=C/C(=O)NN2CCN(C)CC2)cc1
 : i	i	i	i	i	i	i	i	i	i	-4.1
- Cc1c(C(=O)N(Cc2ccncc2)CC2CCCO2)oc2c(F)cccc12 (configuration not stated)
 : i	i	i	i	i	i	i	i	i	i	-11.7
- COc1ccccc1OCCNC(=O)c1cccc(S(=O)(=O)N2CC(C)OC(C)C2)c1 (configuration not stated)
 : i	i	i	i	i	i	i	i	i	i	-9.5
- O=C(Nc1cc(C(F)(F)F)ccc1N1CCOCC1)c1cccc(F)c1
 : i	i	i	i	i	i	i	i	i	i	-6.8
- CC1(C)CC(=O)C=C(NCCN2CCN(C(=S)Nc3ccccc3)CC2)C1
 : i	i	i	i	i	i	i	i	i	i	-7.7
- COCCn1c(SCc2cccnc2)nnc1-c1ccco1
 : i	i	i	i	i	i	/	i	i	i	-5.7
- COC(=O)C1=C(C)N(CCCC(=O)O)C(=O)NC1c1ccc(Cl)cc1 (configuration not stated)
 : i	i	i	i	i	i	i	i	i	i	-1.9
- Cc1cc(C)cc(N2CC(c3nc4ccccc4n3C)CC2=O)c1 (configuration not stated)
 : i	i	i	i	i	i	i	i	i	i	-5.1
- Nc1c(C(=O)Nc2ccc(Cl)cc2)sc2nc(N3CCOCC3)c3c(c12)CCCC3
 : i	i	i	i	i	i	i	i	i	i	-8.2
- CCCCN(CC)CCCNC(=S)Nc1ccc2nc(N3CCN(CC)CC3)cc(C)c2c1
 : i	i	i	i	i	i	i	i	i	i	-8.1
- Cc1cnc(NC(=O)CC2CCCC2)s1
 : i	i	i	i	i	i	i	i	i	i	-6.9
- O=C(CCN1C(=O)c2ccccc2S1(=O)=O)Nc1cccc(F)c1
 : i	i	i	i	i	i	i	i	i	i	-14.0
- O=C(c1cccs1)N1CCN(Cc2cccc([N+](=O)[O-])c2)CC1
 : i	i	i	i	i	i	i	i	i	i	-4.3
- O=C(Nc1ccc(Br)cc1)Nc1ccccc1F
 : i	i	7*	i	i	i	i	i	i	i	-5.0
- COc1ccc(-c2nn(-c3ccccc3)cc2CN(C)CCn2ccnc2C)c(F)c1
 : i	i	i	i	i	i	i	i	i	i	-14.3
- COC(=O)Cc1[nH]n(-c2ccccc2)c(=O)c1C(C)=Nc1ccccc1
 : i	i	i	i	i	i	i	i	i	i	-3.8
- COc1cccc2c(=O)ccoc12
 : i	i	i	i	i	i	i	i	i	i	-9.0
- CCc1ccc(/C=C2\Oc3c(ccc(O)c3CN3CCN(CCO)CC3)C2=O)cc1
 : i	i	11*	i	i	i	i	i	i	i	-29.2
- Cn1cnnc1Sc1nc([N+](=O)[O-])nn1C
 : i	i	i	i	i	i	i	i	i	i	-11.5
- COc1ccc(NC(=O)c2csc(Cc3ccccc3)n2)cc1
 : i	i	i	i	i	i	i	25*	i	i	-6.1
- O=C(NCCCn1ccnc1)/C(=C/c1ccc(Cl)cc1)NC(=O)c1ccccc1
 : i	i	i	i	i	i	i	i	i	i	-12.9
- CN1CCc2c1nc1ccccc1c2N=C1CCCN1Cc1ccccc1
 : i	i	i	i	i	i	i	i	i	i	-7.9
- COc1cc(NC(=O)CSc2nnnn2C2CCCC2)cc(OC)c1
 : i	i	i	i	i	i	i	i	i	i	-13.1
- CC(=O)N1N=C(c2ccc(C)o2)CC1c1cccc(F)c1 (configuration not stated)
 : i	i	i	i	i	i	i	i	i	i	-5.1
- C[C@H](NCCc1ccc(O)cc1)[C@H](O)c1ccc(O)cc1
 : /	i	/	/	i	i	i	i	/	/	/
- CC1CCN(C(=S)c2cn(Cc3ccc(F)cc3)c3ccccc23)CC1
 : i	i	i	i	i	i	i	i	-11*	i	-4.8
- NC(=O)NC(=O)CSc1ccccc1
 : i	i	i	i	i	i	i	i	i	i	-7.7
- CN(C)N1C(N)=C(C#N)C(c2ccsc2)C2=C1CC(C)(C)CC2=O (configuration not stated)
 : i	i	i	i	i	i	i	i	i	i	-5.8
- O=C(CSc1ccc(-c2cccnc2)nn1)Nc1ccc(F)c(F)c1
 : i	i	i	i	i	i	i	i	i	i	-5.6
- CCN(CC)c1ccc(/C=N/NC(=O)CCC(=O)NCc2ccccc2)c(O)c1
 : i	i	i	i	i	i	i	i	i	i	-8.9
- Cc1ccc(C(=O)O/N=C(\N)c2cccnc2)cc1[N+](=O)[O-]
 : i	i	i	i	i	i	i	i	i	i	-10.0
- CCCn1c(=O)[nH]c(=O)c2c(C(=O)OCC)cc(-c3cccs3)nc21
 : i	i	i	i	i	i	i	i	i	i	-9.7
- O=C(O)CN1C(=O)CSC1=S
 : i	i	i	i	i	i	/	i	i	i	-3.1

The listing continues.
Values run as follows: RGS4 block	MrgX1 allo act	KCNQ1 inh	KCNQ1 act	MrgX1 agonist	KCNK3 inh	TMEM16A act	ANO1 block	KCNK9 inh	RGS4 pot	hERG rescue
- CC(C)CNC(=O)C1CCN(c2ccc(S(=O)(=O)N3CCOCC3)cc2[N+](=O)[O-])CC1
 : i	i	i	i	i	i	i	i	i	i	-15.5
- CC(C)c1ccc(/C=N/NC(=O)C(=O)NCCCN2CCOCC2)cc1
 : i	i	i	i	i	i	i	i	i	i	-4.8
- COc1cccc(CNc2nc3ccccc3n2C)c1O
 : i	i	i	i	i	i	i	i	i	i	-5.7
- Cn1c(COc2ccc3ccccc3c2)nnc1SCC(N)=O
 : i	i	i	i	i	i	i	i	i	i	-1.1
- Cc1ccc(NC(=O)C2(N(C(=O)Cn3nnnc3N)c3ccc(C)cc3)CCCCC2)cc1
 : i	i	i	i	i	i	i	i	i	i	-5.1
- Cc1cc(=O)oc2cc(OCC(=O)N(C)C3CCS(=O)(=O)C3)c(Cl)cc12 (configuration not stated)
 : i	i	i	i	i	i	i	i	i	i	-7.0
- Clc1ccc(CNc2nnnn2-c2ccccc2)c(Cl)c1
 : i	i	i	i	i	i	i	i	i	i	-5.7

Screens (PubChem BioAssay)

Random draw from the library; 6.3% or so of the library scored in one or more.
